L929 necroptosis = blocks zVAD induced death of L929 cells | L929 zVAD necroptosis rescue, ATP luminescence, 24 h; with zVAD 60 µM | viability rescue, % at 10 µM | 220,000 compounds, 0.38% hits | AID 1377;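 active = activation, scaled between plate controls, above about 75%, limit read from the data; inactive = activation under that limit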;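 also: 0% = zVAD with DMSO and 100% = DMSO alone without zVAD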
EBV gp42 block = blocks Epstein-Barr virus glycoprotein 42 binding; Fluorescence polarization binding assay, mP read-out; inhibition, % (tested at 21.74 µM); 220,000 compounds, 0.42% hits; AID 1085; in the data active = inhibition above about 50%
eIF4E-4G inh = inhibitors of eIF4E and eIF4G interaction in translation initiation | TR-FRET eIF4E-eIF4GI(517-606) binding, 2 h | 220,000 compounds, 0.37% hits | inhibition, % at 21.7 µM | P63073+Q04637;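 active = inhibition above about 30%, limit read from the data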;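 also: 0% = full FRET control wells and 100% = background wells lacking eIF4GI fragment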
Target sequence (P63073 whole entry, looked up, the tested form may be a part): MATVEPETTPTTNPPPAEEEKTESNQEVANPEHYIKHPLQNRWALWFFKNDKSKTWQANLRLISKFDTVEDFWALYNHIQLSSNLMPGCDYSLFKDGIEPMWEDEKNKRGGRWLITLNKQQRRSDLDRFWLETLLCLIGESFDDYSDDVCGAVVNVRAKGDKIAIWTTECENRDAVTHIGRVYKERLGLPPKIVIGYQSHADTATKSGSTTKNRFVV
Target sequence (Q04637 whole entry, looked up, the tested form may be a part): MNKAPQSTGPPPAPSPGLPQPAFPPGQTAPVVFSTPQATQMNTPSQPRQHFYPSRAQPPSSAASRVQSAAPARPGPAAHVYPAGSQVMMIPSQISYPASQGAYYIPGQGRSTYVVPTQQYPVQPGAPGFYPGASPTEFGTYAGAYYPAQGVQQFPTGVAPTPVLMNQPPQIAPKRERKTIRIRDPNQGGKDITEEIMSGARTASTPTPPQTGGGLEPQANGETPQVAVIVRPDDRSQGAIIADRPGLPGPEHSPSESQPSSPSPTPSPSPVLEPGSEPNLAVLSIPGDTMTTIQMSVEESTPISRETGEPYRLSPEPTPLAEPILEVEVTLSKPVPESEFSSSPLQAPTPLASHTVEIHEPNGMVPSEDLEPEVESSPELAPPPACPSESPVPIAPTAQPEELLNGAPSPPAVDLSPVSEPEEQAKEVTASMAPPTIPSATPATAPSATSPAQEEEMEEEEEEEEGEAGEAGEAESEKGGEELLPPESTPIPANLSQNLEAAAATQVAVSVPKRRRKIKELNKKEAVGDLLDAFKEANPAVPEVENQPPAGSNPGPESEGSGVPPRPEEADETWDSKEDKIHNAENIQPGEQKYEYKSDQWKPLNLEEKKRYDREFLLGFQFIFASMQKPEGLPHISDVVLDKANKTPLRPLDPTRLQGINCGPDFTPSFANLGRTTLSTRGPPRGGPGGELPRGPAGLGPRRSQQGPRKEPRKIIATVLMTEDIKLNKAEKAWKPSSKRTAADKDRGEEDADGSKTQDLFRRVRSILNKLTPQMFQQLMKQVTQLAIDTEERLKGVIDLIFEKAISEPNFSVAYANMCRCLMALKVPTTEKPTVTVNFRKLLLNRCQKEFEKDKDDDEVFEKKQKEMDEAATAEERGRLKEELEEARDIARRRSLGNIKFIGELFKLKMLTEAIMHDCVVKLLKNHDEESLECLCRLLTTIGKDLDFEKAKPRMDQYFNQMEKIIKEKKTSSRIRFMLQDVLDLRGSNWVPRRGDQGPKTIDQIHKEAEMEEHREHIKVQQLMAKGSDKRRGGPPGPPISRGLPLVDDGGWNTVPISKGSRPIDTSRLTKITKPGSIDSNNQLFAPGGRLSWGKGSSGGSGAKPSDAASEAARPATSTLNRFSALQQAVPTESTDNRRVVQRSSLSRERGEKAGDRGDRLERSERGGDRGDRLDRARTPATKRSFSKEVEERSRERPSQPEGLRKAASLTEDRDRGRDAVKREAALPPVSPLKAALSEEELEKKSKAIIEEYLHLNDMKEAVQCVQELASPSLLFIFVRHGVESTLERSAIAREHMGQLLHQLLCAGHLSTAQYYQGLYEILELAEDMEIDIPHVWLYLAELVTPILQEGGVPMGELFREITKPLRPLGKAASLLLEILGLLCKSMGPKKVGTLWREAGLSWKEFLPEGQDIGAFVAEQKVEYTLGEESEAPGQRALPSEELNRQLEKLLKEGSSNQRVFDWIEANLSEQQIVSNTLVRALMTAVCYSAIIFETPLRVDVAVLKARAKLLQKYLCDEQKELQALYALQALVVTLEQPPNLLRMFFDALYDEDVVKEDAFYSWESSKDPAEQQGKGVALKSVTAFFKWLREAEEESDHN
Rad51 HR inh = Rad51 (human) homologous recombination inhibition. 200,000 compounds, 0.085% hits. hRad51 DNA strand exchange, fluorescence dequenching. inhibition, % at 10 µM. Q06609;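 active = inhibition above 40% at the single screening dose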;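 also: 0% = DMSO control wells and 100% = blanks with heterologous ssDNA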
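material = hRad51 filaments on single-stranded DNA | timing = filaments 15 min 37 °C, then compound 30 min | signal = FRET fluorescence dequenching, excitation 485 nm, emission 520 nm | benchmarks = control wells and blank wells on each plate | evaluation = percent inhibition relative to plate controls and blanks | compound = 10 µM final, single point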
m-calpain inh = calpain II (pig) inhibition. purified calpain II, fluorogenic peptide substrate, 30 min. inhibition, % at 16 µM. 220,000 compounds, 0.37% hits. AID 1236;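 active = inhibition above about 50%, limit read from the data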
MDM2 E3 inh = inhibitors of human Mdm2 E3 ubiquitin ligase. 210,000 compounds, 0.11% hits. AID 1230. cell-based MDM2 ubiquitination luciferase reporter, 2 h; 0 = plate control, 100 = twice control, blank-subtracted. signal enhancement, % at 5 µM;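 active = signal enhancement of 30% or more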;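 also: luminescence tracks abundance of the self-degrading MDM2-luciferase fusion protein; higher signal means inhibition of MDM2 E3 ligase activity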
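system = mammalian cells stably expressing self-ubiquitinating, self-degrading MDM2 E3–luciferase fusion | quantity = 2000 cells per well seeded | incubation = 4 h cell settling then 2 h compound exposure, 37 °C | signal = SteadyLite luminescence, 15 min reagent step | benchmarks = plate control and blank wells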
PERK inh = human PERK inhibition, primary cell-based screen; Q9NZJ5; CHO PERK-DD fusion, SEAP luminescence translation reporter; inhibition, % at 5.6 µM; 220,000 compounds, 0.17% hits; AID 1416;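 active = inhibition above the mean inhibition of all tested compounds plus 3 SD, set separately per screening campaign, cut at about 2.9% in these data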;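 also: PERK kinase domain activated by AP20187 dimerizer at 100 nM; 0% = DMSO with dimerizer and 100% = rapamycin at 8.4 µM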
KCC2 mod = modulators of human KCC2 chloride dependent transport; Q9H2X9; KCC2 cells, thallium flux FluoZin-2 fluorescence; B-score of Tl+ flux slope (higher = more flux/activation; lower = inhibition) at 10 µM; 190,000 compounds, 2.2% hits; AID 1456;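 active = thallium flux slope and its plate-corrected score both differing from the plate sample mean at a set confidence after two filtering rounds, in either direction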;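 also: slope of fluorescence scaled to starting intensity during 10 to 20 s after thallium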
TNF death inh = TNF-alpha cell death inhibition in Jurkat FADD-/- cells; 220,000 compounds, 0.068% hits; Jurkat FADD-/- TNF necroptosis rescue, ATP luminescence, 24 h; 0 = TNF only, 100 = no-TNF cells; activation (protection from cell death), % at 10 µM;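 active = activation, meaning protection from cell death, of at least 50% relative to plate controls; inactive = activation below 50%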;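 also: necroptosis triggered by 40 ng/mL TNF-alpha added together with compound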
Numbers without * were called inactive; i = inactive; · = no result given; & = joins results of further samples; [ ] = dose if it differs, or a comment. These rows are one share of the data; count on the stated rates, not on these rows.

The first 4 compounds (preview)
SMILES	L929 necroptosis	EBV gp42 block	eIF4E-4G inh	Rad51 HR inh	m-calpain inh	MDM2 E3 inh	PERK inh	KCC2 mod	TNF death inh
CCC1(CC)C(=O)NC(=NCCc2c[nH]c3ccccc23)NC1=O	-0.1	-1.2	-1.4	-3.9	-2.5	-4.7	0.1	0.244	0.0
CC(C)c1ccc(-n2c(O)c(/C=N/NC(=O)c3ccncc3)c(=O)[nH]c2=O)cc1	0.5	-18.8	-4.0	29.6	-4.2	-26.0	0.9	-0.516	0.6
CN(C/N=C(\N)N[N+](=O)[O-])S(=O)(=O)c1ccccc1	0.4	-30.4	-1.8	0.3	-20.7	0.2	0.4	0.214	4.6
COCCOC(=O)C1=C(N)Oc2c(c(=O)oc3ccccc23)[C@@]12C(=O)Nc1ccccc12	·	-9.4	5.1	-0.4	3.7	-18.7	·	·	·

The listing (from the top)
SMILES	L929 necroptosis	EBV gp42 block	eIF4E-4G inh	Rad51 HR inh	m-calpain inh	MDM2 E3 inh	PERK inh	KCC2 mod	TNF death inh
CCC1(CC)C(=O)NC(=NCCc2c[nH]c3ccccc23)NC1=O	-0.1	-1.2	-1.4	-3.9	-2.5	-4.7	0.1	0.244	0.0
CC(C)c1ccc(-n2c(O)c(/C=N/NC(=O)c3ccncc3)c(=O)[nH]c2=O)cc1	0.5	-18.8	-4.0	29.6	-4.2	-26.0	0.9	-0.516	0.6
CN(C/N=C(\N)N[N+](=O)[O-])S(=O)(=O)c1ccccc1	0.4	-30.4	-1.8	0.3	-20.7	0.2	0.4	0.214	4.6
COCCOC(=O)C1=C(N)Oc2c(c(=O)oc3ccccc23)[C@@]12C(=O)Nc1ccccc12	·	-9.4	5.1	-0.4	3.7	-18.7	·	·	·
CC(=O)OC1(c2ccc(C)cc2)CN2CCC1c1ccccc12 (configuration not stated)	-0.6	-19.9	-1.3	-4.5	4.4	-15.9	0.2	·	0.3
CCOC(=O)[C@]1(C#N)[C@@H]2C=CC(C(N)=O)=CN2[C@@H](C(N)=O)[C@@H]1c1ccc(F)cc1	-0.3	11.8	-6.7	-27.0	10.2	-11.0	0.7	0.0318	-2.0
NC(CC(=O)O)C1CCCCC1 (configuration not stated)	2.0	-10.5	2.2	-8.6	-5.3	-3.7	1.2	0.0109	0.3
C=CCN1C(=O)NC(=O)C(Cc2ccc(OC)c(OC)c2)C1=O (configuration not stated)	-0.2	-14.6	7.5	-9.2	-117.1	-12.4	1.1	·	-1.2
CC(=NCCO)c1c(O)n(C)c(=O)n(C)c1=O	0.6	-7.5	6.0	3.3	-15.2	-14.1	1.5	-0.0735	0.2
CC(C(=O)c1c[nH]c2ccccc12)N1CCc2ccccc2C1 (configuration not stated)	1.0	-8.8	0.9	-21.5	-5.6	-27.1	0.0	·	1.1
OC(Cn1c2ccccc2c2ccccc21)C[n+]1cccc2ccccc21 (configuration not stated)	-0.3	-9.9	-4.1	1.1	17.3	-20.2	-0.1	0.0187	-3.0
O=C(Cn1cc(C(=O)c2ccccc2F)c2ccccc21)NCc1ccco1	1.4	7.5	5.4	1.6	-30.9	-8.9	-1.0	·	0.5
CC(C)N1CC=C(c2c[nH]c3ccccc23)CC1	0.0	-12.1	-1.7	2.8	-14.1	-3.6	-0.9	0.449	2.6
CC1Oc2cc3c(-c4c(O)cc(O)c5c(O)c6c(cc45)OC(C)C(C)C6=O)c(O)cc(O)c3c(O)c2C(=O)C1C (configuration not stated)	3.1	3.9	55.8*	-0.1&-1.6	9.5	3.9	-0.2	5.02	-30.5
CSc1ncc(/C=C2/C(=O)NC(=O)N(C)C2=O)cn1	0.1	-25.8	3.5	·	16.9	1.9	0.3	1.05	-3.3
O=c1[nH]c(=S)n(C2CCCCC2)c(O)c1/C=N/N1CCOCC1	0.8	-22.3	5.0	·	5.1	1.0	-0.5	1.37	-3.3
C/C(=N\Nc1ccccc1)c1c(O)n(C)c(=O)n(C)c1=O	-1.0	-31.7	0.6	-0.8	4.8	-5.4	0.8	0.136	-0.8
CCC(=NCCOc1ccc(Cl)cc1)c1c(O)n(C)c(=O)n(C)c1=O	-0.8	2.6	0.5	·	1.9	-8.6	0.6	-0.241	-7.7
Cc1ccc(N2C(=O)NC(=O)C3(Cc4ccccc4N4CCN(c5ccccc5)CC43)C2=O)cc1 (configuration not stated)	1.0	1.9	2.7	-4.2	-79.8	-0.2	-0.8	0.694	1.3
O=c1[nH]c(=O)n(C2CCCCC2)c(O)c1/C=C/C=Nc1ccccc1	0.2	-58.8	2.5	i	3.6	·	0.1	0.16	-2.1
Cn1c(O)c(C(=N)COc2ccccc2)c(=O)n(C)c1=O	0.3	-23.4	-3.3	-1.3	-23.0	-12.3	1.2	·	-4.4
C=Cn1ccnc1P(=S)(c1ccn(C)c1)c1nccn1C=C	-0.2	-16.9	0.0	0.6	-5.0	9.0	1.2	0.122	-0.7
O=C(COc1ccccc1F)N1CCN(CCN2C(=O)c3cccc4cccc(c34)C2=O)CC1	4.2	-1.5	1.9	-31.4	-16.1	-2.3	1.0	-0.397	1.6
c1cc(CCN2CCCC2)ccn1	0.6	0.7	-2.8	-33.9	0.3	-13.2	2.7	0.676	1.1
O=C(c1ccco1)C12CN3CN(CN(C3)C1)C2	1.1	-18.6	-0.7	-28.4	9.8	-2.2	0.7	0.624	-1.0
COC(=O)c1ccccc1-n1c(C)nc2ccccc2c1=O	0.6	-2.3	5.1	5.8	9.9	-84.0	1.0	0.077	-0.9
CCOC(=O)N(c1ccccc1)P1(=S)OCC(C)O1 (configuration not stated)	0.2	-21.6	-2.9	-1.6	-13.1	-9.9	0.6	-0.118	0.3
O=S(=O)(F)c1ccc2nc(-c3cccc(Sc4ccccc4)c3)cc(Cl)c2c1	-1.0	-5.9	-7.4	11.4	-30.3	·	1.2	1.23	3.2
CN(C(=O)Oc1ccc(Cl)c2cccnc12)c1ccccc1	0.8	-14.6	4.4[fluorescence artefact?]	3.4	-16.6	2.1	-0.5	0.0311	0.9
N=C1C(c2ccccc2)=C(O)CN1Cc1ccco1	-0.1	-3.6	-0.5	5.3	10.2	-3.1	2.5	1.81	-3.3
CC(C)n1c(=O)c(C=Nc2cccc([N+](=O)[O-])c2)c(O)n(CCc2ccccc2)c1=O	·	-8.7	-1.6[fluorescence artefact?]	11.0	32.4	-84.1	-0.3	0.454	-2.6
O=C(C1CC(c2ccc(F)cc2)=NO1)N1CCC2(CC1)OCCO2 (configuration not stated)	0.9	-16.4	2.2[fluorescence artefact?]	0.2	-32.4	0.9	0.1	-0.0219	-0.2
CCCOc1ccccc1C1SCC(=O)Nc2c1c(=O)[nH]n2C(C)CCC (configuration not stated)	-0.1	-8.6	3.4[fluorescence artefact?]	-8.6	-13.8	0.6	-0.4	-0.256	1.1
CC(=O)OC1N=C(c2ccccc2)c2cc(Br)ccc2N(C)C1=O (configuration not stated)	0.3	-12.8	-1.4	·	1.9	6.0	1.6	0.254	-3.6
Cn1cc(C=C(C#N)C#N)c2ccccc21	0.1	43.0	-3.1	-13.3	2.9	-2.9	0.8	-0.509	0.5
Cn1c(O)c(/C=N/NC(=O)c2ccncc2)c(=O)[nH]c1=S	0.7	-26.2	1.4	-9.4	-29.7	-11.5	0.7	·	0.1
FC(F)=C(F)CCSc1ncn[nH]1	-0.1	7.5	-2.4	6.4	-21.5	-9.1	0.5	-0.134	0.0
C=C(C)CSc1nnc([C@@H](N)Cc2c[nH]c3ccccc23)o1	-0.1	-7.4	-0.2	4.7	2.1	-3.6	-1.4	·	-2.6
Cc1ccc(-n2c(O)c(/C=N/Nc3ccccc3)c(=O)[nH]c2=O)cc1C	-1.1	-6.1	0.3	2.9	1.0	-9.8	-0.1	·	-2.3
CN(C)P(=O)(C(Cl)=C(N1CCCCC1)N1CCCCC1)N(C)C	-0.7	-16.0	1.3	3.6	-5.8	-14.2	0.9	-0.619	-12.0
CCC(C)N1Cc2ccccc2C1=N (configuration not stated)	0.3	0.6	-12.7	-1.8	-27.7	-4.1	-0.4	·	-0.2
Cn1c(O)c(/C=N/N2CCOCC2)c(=O)n(C)c1=S	1.3	-9.7	-7.3	-2.7	-10.4	-6.6	1.9	0.255	2.4
O=C(COc1ccccc1)N1CCN(C2CCCC2)CC1	-0.2	-13.3	3.2	-1.6	-3.9	-15.0	0.6	0.215	0.1
CC(=O)Nc1nnc(CCN(CCc2nnc(NC(C)=O)s2)[N+](=O)[O-])s1	0.5	-30.8	-0.5	18.6	1.2	-14.6	2.0	-0.16	-0.2
O=C1/C(=C\c2ccc(Cl)c(Cl)c2)N2CCC1CC2	-0.4	-14.8	3.7	13.2	-1.2	-1.2	0.3	-0.229	-2.9
CNS(=O)(=O)c1ccc(N=Cc2c(O)n(-c3ccccc3)c(=O)[nH]c2=O)cc1	0.0	-29.3	-0.3	-16.2	30.6	-10.9	0.5	0.117	1.5
CN(C)C(=O)Oc1ccnc2cc(Cl)ccc12	-1.8	-7.9	2.9	-2.8	-18.9	-5.3	0.1	0.313	0.3
O=C1NC(=O)N(Cc2ccc(F)cc2)C(=O)/C1=C\c1ccc([N+](=O)[O-])s1	-0.7	-2.1	10.1	-14.6	2.1	-10.7	-0.8	-0.0928	-21.4
COc1ccc(CC(=O)Nc2ccc3c(C(F)(F)F)cc(=O)oc3c2)cc1OC	0.6	-4.0	-3.1[fluorescence artefact?]	·	-13.5	3.6	-0.3	-0.35	1.5
CCC(=NCc1ccco1)c1c(O)[nH]c(=O)[nH]c1=O	0.1	-15.6	·	-2.9	-1.4	-2.2	1.0	1.37	-6.3
N#Cc1ccccc1NC(=O)CN1CC=C(c2ccccc2)CC1	2.1	-5.3	-2.5	8.5	4.7	-18.2	0.0	-0.132	1.3
CSc1ccc(CNC(C)C(O)c2ccccc2)cc1 (configuration not stated)	-1.2	3.8	-7.0	2.8	17.0	-11.0	-1.0	1.51	3.8
O=C1CC(N2CCC(n3c(=O)[nH]c4ccccc43)CC2)C(=O)N1c1ccc(F)cc1 (configuration not stated)	1.1	7.2	-2.2[fluorescence artefact?]	-5.2	25.9	-21.3	1.1	1.62	-0.4
c1ccc2cc(C3N4CCCN34)ccc2c1 (configuration not stated)	2.0	-5.0	-1.4	22.5	-15.2	-7.9	0.8	-0.00371	0.6
Cn1cc(C(=O)Cc2ccccc2)c2ccccc21	0.5	-14.2	-1.1[fluorescence artefact?]	-5.8	9.8	-13.7	0.2	0.707	0.8
CCn1c(O)c(C=Nc2cc(Cl)ccc2Cl)c(=O)n(CC)c1=O	·	-9.6	3.8[fluorescence artefact?]	16.5	-137.5	12.7	0.0	-0.0703	-0.4
Cc1ccccc1-c1nc(CS(=O)CC(=O)N2CCC3(CC2)OCCO3)c(C)o1 (configuration not stated)	-0.7	-7.0	2.4	10.7	-38.3	2.2	-0.6	0.107	-0.9
CCc1nc2ccc(N3CCN(C)CC3)cc2nc1CC	0.8	15.0	1.8	-2.3	i	10.4	1.3	-0.504	0.9
O=C1NC(=O)N(Cc2ccccc2)C(=O)/C1=C\N1CCCc2ccccc21	-0.1	-18.4	3.6[fluorescence artefact?]	-2.9	-3.6	-9.6	1.1	-0.125	1.5

Compound activity (PubChem BioAssay)
